# Screening results deposited in PubChem by National Center for Advancing Translational Sciences (NCATS).
# EPAC2 agonist: EPAC2 (human) agonism | AID 720711 | EPAC2 activation, biochemical qHTS; response scale: 100% = 6.5 mM cAMP response | 0.079% of 360,000 active | Potency, µM (titrated, usually from 154 µM), for inactives: at the highest dose activation, actives largely listed as activators | Q8WZA2; also: potency is read from the fitted curve at half-maximal effect; nearly all actives have a fitted effect of over 50% in size
# Target sequence (Q8WZA2 whole entry, looked up): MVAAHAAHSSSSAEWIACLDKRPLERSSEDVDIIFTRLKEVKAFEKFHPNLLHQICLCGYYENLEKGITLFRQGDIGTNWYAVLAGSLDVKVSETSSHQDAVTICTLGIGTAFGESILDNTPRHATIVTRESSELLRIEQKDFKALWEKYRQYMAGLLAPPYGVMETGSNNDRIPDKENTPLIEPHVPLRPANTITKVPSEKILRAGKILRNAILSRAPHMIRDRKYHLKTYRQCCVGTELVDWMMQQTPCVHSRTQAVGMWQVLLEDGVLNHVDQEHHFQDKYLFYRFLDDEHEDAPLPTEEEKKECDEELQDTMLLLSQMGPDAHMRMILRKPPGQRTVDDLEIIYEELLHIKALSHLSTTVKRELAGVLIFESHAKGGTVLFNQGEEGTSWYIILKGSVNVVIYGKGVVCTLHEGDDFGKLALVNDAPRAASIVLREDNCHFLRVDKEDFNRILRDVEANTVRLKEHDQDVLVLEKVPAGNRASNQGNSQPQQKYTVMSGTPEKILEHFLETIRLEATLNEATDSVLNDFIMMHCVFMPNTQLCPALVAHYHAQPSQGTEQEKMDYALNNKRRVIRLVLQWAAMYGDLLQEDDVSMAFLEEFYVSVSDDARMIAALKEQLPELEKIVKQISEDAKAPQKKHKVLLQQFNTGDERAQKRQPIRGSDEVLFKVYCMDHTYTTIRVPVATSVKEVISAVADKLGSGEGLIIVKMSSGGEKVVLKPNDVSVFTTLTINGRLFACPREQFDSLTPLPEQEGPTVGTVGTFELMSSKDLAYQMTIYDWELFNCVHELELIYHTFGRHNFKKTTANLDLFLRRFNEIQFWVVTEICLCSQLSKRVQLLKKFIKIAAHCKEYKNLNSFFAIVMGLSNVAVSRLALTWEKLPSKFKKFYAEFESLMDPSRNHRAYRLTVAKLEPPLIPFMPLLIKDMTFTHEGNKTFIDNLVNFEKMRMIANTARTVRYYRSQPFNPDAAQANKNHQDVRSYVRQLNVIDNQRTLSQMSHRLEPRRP
#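 Setup: EPAC2 100 nM, labeled Rap1B complex 250 nM, free GDP 50 uM. Compound titrations pinned in, brief spin, 5 min room temperature incubation. Kinetic fluorescence read over 30 min, normalized to 6.5 mM cAMP.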
# MmCpn inh: blocks the Methanococcus maripaludis chaperonin Mm-Cpn | Potency, µM (highest dose often 76.9 µM), for the others: top-dose activity, negative = inhibition, hits mostly inhibitors | AID 504842 | purified Mm-Cpn ATPase, ADP Transcreener TR-FRET | 0.031% of 330,000 active; also: potency is read from the fitted curve at half-maximal effect; % is scaled to controls: 0 for no effect and ±100 for the full control effect; nearly all actives have a fitted effect of over 80% in size
#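 25 nM Mm-CPN + cpd, 10 min 37°C; + 10 uM ATP, 30 min 37°C; buffer 30 mM Tris pH 7.4, 100 mM KCl, 5 mM MgCl2, 1 mM DTT; Transcreener ADP HTRF detection 30 min RT.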
# CCT modulator: modulators of cytosolic chaperonin (CCT/TRiC) activity; purified chaperonin ATPase assay, HTRF ADP detection, 30 min; activity change, % (concentration not given with the values), hits read low; 0.3% of 360,000 active; AID 651819; in the data active = activity change below about -30%; also: % is scaled to controls: 0 for no effect and ±100 for the full control effect
#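 We incubate TRiC, 40 or 20 nM final, with library compounds at 76 uM and 10 uM ATP for 30 min at 37 °C. ADP formed is detected with Transcreener HTRF reagents after 30 min at room temperature.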
# TGFb inhibitor: TGF-b pathway inhibition | 1.2% of 410,000 active | Potency, µM (highest dose often 46.1 µM), without a hit: top-dose activity, negative = inhibition, usual class: inhibitors | AID 588855 | HepG2 CAGA-GFP TGF-b/SMAD3 reporter, GFP fluorescence, 18 h; TGF-beta stimulated, 500 pg/mL final; also: potency is read from the fitted curve at half-maximal effect; % is scaled to controls: 0 for no effect and ±100 for the full control effect; nearly all actives have a fitted effect of over 65% in size
#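 Per well, imaged GFP fluorescence of HEPG2 CAGA-GFP cells gives the signal; cells get compound, then TGF-beta (500 pg/mL final), 18 h at 37 degrees C; %Activity versus -TGF-beta and +DMSO controls.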
# EPAC2 antag: blocks human EPAC2 exchange factor; Q8WZA2; EPAC2 GEF exchange of Rap1B-BODIPY-GDP, fluorescence; Potency, µM (highest dose often 114 µM), for inactives: at the top dose activity, negative = inhibition, most hits filed as inhibitors; 0.18% of 360,000 active; also: potency is read from the fitted curve at half-maximal effect; % is scaled to controls: 0 for no effect and ±100 for the full control effect; nearly all actives have a fitted effect of over 45% in size; many of its hits are not listed in these tables
# Nrf2 activator: activators of Nrf2 (ARE) signaling; Potency, µM (titrated, usually from 46.1 µM), for inactives: at the highest dose activation, most hits filed as activators; AREc32 ARE-luciferase reporter (MCF7-derived line), luminescence, 24 h; 0.31% of 410,000 active; AID 624171; also: potency is read from the fitted curve at half-maximal effect; % of control where 0% means no effect; nearly all actives have a fitted effect of over 65% in size
#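 AREc32 cells carrying an ARE-driven firefly luciferase reporter were seeded at 1000 cells/well in OPTI-MEM with 5% FBS, then exposed to compound for 24 hr at 37 deg C. Luminescence was read with Steady-Glo after 30 min at RT.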
# pAkt inh: blocks phosphorylation of Akt; activity change, % for hits at 50 µM; Neuro2A IGF-stimulated pAkt S473 HTRF, 20 min; active compounds read low; 0.32% of 360,000 active; in the data active = activity change below about -80%; inconclusive = mostly about -51% to -80%; also: % is scaled to controls: 0 for no effect and ±100 for the full control effect
#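 Neuro2A cells in DMEM with 0.5% FBS, overnight at 37 deg C, given compound at single 50 µM final, then IGF (6 nM final) for 20 min at 37 deg C. Lysed; phospho-Akt Ser473 by HTRF after 24 h, 665/615 ratio.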
# A549 viability: counter-screen for Nrf2 inhibitors: cytotoxicity in A549 cells | 0.16% of 390,000 active | Potency, µM (titrated, usually from 46 µM), without a hit: top-dose activity change, negative = cytotoxicity, usual class: inhibitors | A549 ARE-Fluc cells, CellTiter-Fluor viability, 18-24 h; also: potency is read from the fitted curve at half-maximal effect; % is scaled to controls: 0 for no effect and ±100 for the full control effect
#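 A549 ARE-Fluc cells in 5% FBS OPTI-MEM, 5000 cells/well, rested 2 h then exposed to compounds in concentration-response for 18-24 h at 37 °C. Viability by CellTiter-Fluor fluorescence (Ex 405/Em 525) after 30 min; luciferase luminescence (BugLite, 15 min, RT) read afterwards.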
# Nrf2 block: Nrf2 pathway inhibition. A549 ARE-Fluc reporter, luciferase luminescence, 18-24 h. Potency, µM (series often up to 46 µM), for inactives: at the top dose activity change, negative = inhibition, most hits filed as inhibitors. 2.1% of 360,000 active; also: potency is read from the fitted curve at half-maximal effect; % is scaled to controls: 0 for no effect and ±100 for the full control effect; nearly all actives have a fitted effect of over 60% in size
#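 Two sequential reads on A549 ARE_Fluc cells exposed to compound for 18-24 h: a CellTiter-Fluor fluorescence read for viability, then a luciferase luminescence read for Nrf2/ARE activity.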
# The depositor's hits bear a star; i = inactive; ? = inconclusive; · = no result given; [ ] = dose if it differs, or a comment. Unless noted, calls follow the shape of the dose curve; as a rule, active = well fitted curve in the direction sought with a large enough effect; inconclusive = small, poorly fitted or top-dose-only effect, or another doubt; inactive = no such curve, though single readings can be large; an effect the other way counts as inactive or inconclusive. This is a subset; rates above refer to the full screens.
SMILES,EPAC2 agonist,MmCpn inh,CCT modulator,TGFb inhibitor,EPAC2 antag,Nrf2 activator,pAkt inh,A549 viability,Nrf2 block
Cn1c(=O)c2c(nc(CO)n2C)n(C)c1=O,11%,-2%,0.6,-18%,13%,2.8%,i,11%,-2%
Cc1cccc(Oc2ccccc2NC(=O)CSCC(=O)Nc2cc(C)on2)c1,8%,0%,-3.4,0%,-3%,-0.7%,i,-21%,?
Cc1cccc(C)c1N(CC(=O)NN=C1CCCCCC1)S(C)(=O)=O,3%,0%,-2.9,0%,2%,-0.2%,i,-6%,3%
Cn1nc2c3cc(F)ccc3n(Cc3ccc(F)cc3)cc-2c1=O,8%,0%,-2.0,0%,-14%,1.4%,i,-1%,-11%
CCOC(=O)n1ccc(C(=O)Nc2ccccc2F)n1,0%,1%,-3.7,4%,3%,0.2%,i,-4%,24%
O=C(c1cccc(OCc2ccccc2)c1)N1CCOCC1,8%,1%,1.2,-5%,-4%,-0.5%,i,3%,15%
CCC1CCCCN1C(=O)CCn1c(=O)oc2ccccc21 (stereo not drawn),2%,·,0.3,-4%,-16%,-0.7%,i,2%,17%
O=C(NC(Cc1ccccc1)C(=O)N1CCN(c2ccc(F)cc2)CC1)c1ccccc1 (stereo not drawn),6%,·,1.2,1%,-4%,-0.4%,i,·,·
COc1ccc(CCN2C(=O)CCC2(C)c2nnnn2-c2c(C)cccc2C)cc1OC (stereo not drawn),11%,·,-0.2,·,0%,-1.0%,i,·,·
COC(=O)C1C(OC)=CC(=O)C2CCCCC21 (stereo not drawn),-1%,·,-0.2,19%,3%,-0.2%,i,-3%,11%
COc1ccc(CC(=O)NCC(=O)N/N=C/c2ccco2)cc1,-2%,0%,-4.4,16%,15%,15%,i,-4%,13%
COc1ccnc(Oc2cccc(C(F)(F)F)c2)c1C(=O)N/C=N/OCc1ccccc1F,6%,3%,1.5,-23%,-24%,2.1%,i,-14%,21µM*
Cn1c(=O)[nH]c(=O)c2c1nc(N1CCCCCC1)n2CC(N)=O,2%,2%,0.4,2%,-1%,0.3%,i,-5%,?
CCSc1nc2sccc2c(=O)n1-c1ccccc1,11%,-4%,-1.5,0%,?,0.4%,i,-5%,5%
S=C(NCCC(c1ccccc1)c1ccccc1)Nc1ccccc1Cl,5%,1%,-5.2,?,-3%,0.6%,i,0%,2%
COc1cccc(NC(=O)CN(C)C(=O)C2=COCCO2)c1,9%,-2%,-0.4,8%,0%,0.0%,i,-7%,6%
CCCN(CCC)C(=O)Cn1c(=O)n(CCCCCC(=O)NCc2ccccc2Cl)c(=O)c2sccc21,·,·,·,28%,·,3.2%,·,0%,-18%
Cc1ccc(S(=O)(=O)N(C)CC(=O)O/N=C(\N)c2cccnc2)cc1,2%,·,-2.3,-3%,-1%,-0.8%,i,-6%,-11%
c1ccc(CN=C2NN=C(c3ccccc3)CS2)cc1,8%,1%,-0.4,-6%,-7%,18%,i,-22%,?
Cc1ccc2onc(CC(=O)N3CCN(c4cc(Cl)ccc4C)CC3)c2c1,·,·,·,?,·,4.0%,·,6%,?
CCN(CC)CCCN(Cc1cc2cc3c(cc2[nH]c1=O)OCCO3)C(=O)Nc1ccc(F)cc1,7%,-11%,-0.2,-2%,10%,2.9%,i,1%,1%
CN(C)c1ccc(CNC(=O)C2CCC(CNc3c(N4CCCCC4)c(=O)c3=O)CC2)cc1 (stereo not drawn),-5%,0%,-1.5,-19%,1%,-0.3%,i,-7%,5%
COc1ccc(C2CC(=O)C3=C(C2)Nc2ncnn2C3c2ccccc2C)cc1 (stereo not drawn),4%,1%,0.2,-9%,-6%,3.0%,i,3%,-9%
CC(=O)Nc1ccc(N(CC(=O)NC2CCCCC2)C(=O)Cn2nnc(-c3ccccc3)n2)cc1,0%,-4%,-2.8,3%,2%,0.5%,i,1%,-4%
CCCCOC(=O)Oc1ccc2c(=O)c(Oc3cccc(C)c3)coc2c1,0%,-1%,-6.8,?,-10%,0.5%[9.22 µM],i,9%,10%
COc1ccccc1-c1ccc2c(c1)C(C)(Cc1cccc(C#N)c1)C(=O)N2 (stereo not drawn),23%,·,-2.2,?,-22%,-0.5%[9.22 µM],i,·,·
CC(C)CCN(C(=O)c1csnn1)C(C(=O)NC1CCCCC1)c1ccc(F)cc1 (stereo not drawn),15%,-1%,-2.8,-30%,-21%,0.2%,i,-5%,5%
CC(=O)c1cn(CCOc2cc(C)ccc2C)c2ccccc12,-2%,-19%,2.3,-5%,0%,2.5%[9.22 µM],i,-1%,6.5µM*
CCOC(=O)c1ccc(N2C(=O)C(CC(N)=O)N(NC(=O)c3cccc(F)c3)C2=S)cc1 (stereo not drawn),7%,3%,-0.3,-6%,4%,3.4%,i,1%,-3%
CCCCCc1cc(=O)oc2c(C(CCN3CCN(c4ccccc4)CC3)c3ccc(N(C)C)cc3)c(OC)cc(OC)c12 (stereo not drawn),9%,2%,-0.3,-1%,15%,3.6%,i,-3%,8%
O=C(O[C@@H]1[C@H](Cc2ccccc2)NS(=O)(=O)[C@H]2C[C@@H]3C=C[C@]12O3)c1ccccc1Br,10%,-2%,-2.6,?,-14%,0.0%,i,0%,6%
C=CCNS(=O)(=O)c1cccc(C(C)=O)c1,7%,-5%,-2.5,2%,-11%,0.2%,i,9%,-23%
C=CCn1c(SCC(=O)N2CCN(c3ccc(F)cc3)CC2)nnc1-c1cccs1,-2%,3%,1.3,-6%,3%,0.2%,i,3%,?
N=c1c(S(=O)(=O)c2ccc(Cl)cc2)cc2c(=O)n3ccccc3nc2n1C1CCCC1,-41%[inhibitor],0%,0.4,11%,15%,-0.9%,i,-19%,?
Cc1ccc(NC(=O)CN(C)Cc2cccs2)cc1Cl,14%,2%,0.5,-8%,-17%,2.3%,i,4%,8%
CCc1cccc(NC(=O)CC2Oc3ccccc3NC2=O)c1 (stereo not drawn),5%,0%,-0.7,?,-1%,0.0%,i,-2%,-26%
O=C(COc1ccc(S(=O)(=O)N2CCCC2)cc1)N1CCCC1,-7%,1%,0.3,3%,-8%,-0.1%,i,-4%,2%
Nc1cccc(/C=C/c2ccncc2)c1,4%,0%,-7.4,19%,4%,5.9%,i,-9%,-9%
Cc1ccc(S(=O)(=O)Nc2ccc(Cl)cn2)cc1,0%,0%,-0.6,-4%,5%,0.0%,i,1%,1%
NC(=O)CSc1nnc(COc2ccccc2)n1N,10%,1%,-0.5,-12%,3%,0.2%,i,8%,2%

# 2 entries from above, field by field.
> N=c1c(S(=O)(=O)c2ccc(Cl)cc2)cc2c(=O)n3ccccc3nc2n1C1CCCC1
  EPAC2 agonist = -41%[inhibitor] | MmCpn inh = 0% | CCT modulator = 0.4 | TGFb inhibitor = 11% | EPAC2 antag = 15% | Nrf2 activator = -0.9% | pAkt inh = i | A549 viability = -19% | Nrf2 block = ?

> Cc1ccc(NC(=O)CN(C)Cc2cccs2)cc1Cl
  EPAC2 agonist = 14% | MmCpn inh = 2% | CCT modulator = 0.5 | TGFb inhibitor = -8% | EPAC2 antag = -17% | Nrf2 activator = 2.3% | pAkt inh = i | A549 viability = 4% | Nrf2 block = 8%

# Additional compounds follow:
SMILES,EPAC2 agonist,MmCpn inh,CCT modulator,TGFb inhibitor,EPAC2 antag,Nrf2 activator,pAkt inh,A549 viability,Nrf2 block
CCC1(C)OC(=O)NN(c2ccc(C)cc2)C1(C)O (stereo not drawn),-4%,0%,-0.3,-4%,14%,-0.3%,i,6%,13%
CCCc1nnc(NC(=O)Cn2c(=O)oc3cc(Br)ccc32)s1,13%,-2%,0.1,0%,23%,1.8%,i,-5%,?
O=S(=O)(c1cccs1)N1CN(Cc2cccs2)c2nc3ccccc3nc21,0%,-1%,0.5,7%,0%[57.1 µM],0.9%,i,-12%,-14%
CCOC(=O)C(NC(=O)Nc1ccc(Cl)cn1)(Oc1ccccc1)C(F)(F)F (stereo not drawn),-5%,1%,0.3,-28%,-2%,6.1%,i,6%,2%
CC(=O)NC1(C(Cl)(Cl)Cl)Oc2ccccc2O1,-4%,?,0.8,-8%,7%,?,i,-27%,?
COC(=O)c1ccccc1NC(=O)CCCn1c(C)c2cnn(-c3ccccc3)c(=O)c2c1C,·,·,·,?,·,-0.1%,·,2%,15%
CCN(CC)c1nc2nonc2nc1N(CC)CC,10%,7%,-1.0,0%,22%,-0.2%,i,0%,10%
CCOC(=O)C1CCN(C(=O)C2CCN(S(=O)(=O)N3CCCC3)CC2)CC1,2%,0%,-1.9,-1%,-1%,0.3%,i,-1%,1%
CC(=O)CSc1ncnc2c1oc1ccccc12,-1%[15.6 µM],-7%,-1.5,3%,-2%,9.1%,·,9%,9%
N#C/C(=C\c1c(Oc2ccc(F)cc2)nc2ccccn2c1=O)c1nc2ccccc2s1,·,·,·,-6%,·,0.5%,·,-14%,4%
O=C(CC[C@H]1O[C@@H](n2cnc3c(NC(=O)c4ccccc4)ncnc32)[C@H](O)[C@@H]1O)NCc1ccccn1,-2%,·,-2.9,3%,7%,-0.3%,i,·,·
CCN(CC)C(=O)c1sc(NC(=S)N2CCN(C(=O)C3CCCO3)CC2)c(C(=O)OC)c1C (stereo not drawn),14%,-2%,-2.5,-7%,-5%,0.2%,i,-3%,?
CN(c1cccc(NC(=O)c2ccc(Cl)c(S(=O)(=O)N3CCOCC3)c2)c1)S(C)(=O)=O,4%,-4%,0.5,-12%,-3%,-0.1%,i,-1%,?
COc1ccc(N(CCC(=O)Nc2ccccc2F)S(=O)(=O)c2ccc(C)cc2C)cc1,12%,1%,1.8,0%,5%,0.2%,i,-1%,-3%
O=C1C2C3c4ccccc4C(c4ccccc43)C2C(=O)N1c1cccnc1 (stereo not drawn),3%,0%,0.2,6%,3%,-0.5%,i,1%,8%
CC1CCN(C(=O)CCCC(=O)O)CC1,-2%,2%,-0.4,-1%,15%,-0.5%,i,-2%,17%
